A549 viability: counter-screen for Nrf2 inhibitors: cytotoxicity in A549 cells; 390,000 compounds, 0.16% hits; A549 ARE-Fluc cells, CellTiter-Fluor viability, 18-24 h; Potency, µM (series often up to 46 µM), for the others: at the top dose activity change, negative = cytotoxicity, hits mostly inhibitors; AID 504648; note: potency is the fitted concentration of half-maximal effect; % is set by controls: 0 for no effect and ±100 for the full control effect
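A549 ARE-Fluc cells in 5% FBS OPTI-MEM, 5000 cells/well, rested 2 h then exposed to compounds in concentration-response for 18-24 h at 37 °C. Viability by CellTiter-Fluor fluorescence (Ex 405/Em 525) after 30 min; luciferase luminescence (BugLite, 15 min, RT) read afterwards.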
Abeta rescue: A-beta toxicity reversal in yeast; yeast expressing A-beta42, growth rescue, OD600, 48 h; response scale: 0% DMSO, 100% iron-clioquinol control; Potency, µM (series often up to 46.1 µM), without a hit: at the top dose growth rescue, hits mostly activators; 410,000 compounds, 0.063% hits; AID 1347071; note: potency is the fitted concentration of half-maximal effect; nearly all actives have a fitted effect of over 55% in size
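Growth rescue measured by 600 nm absorbance after 48 h yeast culture at 30 C with compound. Values normalized between DMSO and an equimolar ferric chloride plus clioquinol control.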
Nrf2 ARE act: activators of Nrf2 (ARE) signaling; AREc32 ARE-luciferase reporter (MCF7-derived line), luminescence, 24 h; Potency, µM (top dose mostly 46.1 µM), for the others: at the highest dose activation, hits mostly activators; 410,000 compounds, 0.31% hits; note: potency is the fitted concentration of half-maximal effect; % of control where 0% means no effect; nearly all actives have a fitted effect of over 65% in size
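AREc32_Fluc, 1000 cells/well, OPTI-MEM + 5% FBS, o/n 37 deg C 5% CO2; 23 nL cpd by pin tool, 24 hr; Steady-Glo 30 min RT, luminescence.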
Nrf2 block: inhibitors of Nrf2 signaling | 360,000 compounds, 2.1% hits | A549 ARE-Fluc reporter, luciferase luminescence, 18-24 h | Potency, µM (highest dose often 46 µM), inactives show at the top dose activity change, negative = inhibition, actives largely listed as inhibitors; note: potency is the fitted concentration of half-maximal effect; % is set by controls: 0 for no effect and ±100 for the full control effect; nearly all actives have a fitted effect of over 60% in size
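In this cell-based qHTS, ARE-driven firefly luciferase in A549 cells reports Nrf2 activity; the luminescent signal after BugLite lysis is the measured value, with a prior CellTiter-Fluor read for cell health.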
HepG2 viability: HepG2 cytotoxicity, counter-screen for TGF-b inhibitors; 410,000 compounds, 0.76% hits; Potency, µM (series often up to 46.1 µM), for the others: at the highest dose activity change, negative = cytotoxicity, actives largely listed as cytotoxic; AID 588856; HepG2 CAGA-GFP viability, ATP luminescence, 18 h; note: potency is the fitted concentration of half-maximal effect; some results filed as inactive show a strong effect at the top dose
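HepG2 CAGA-GFP cells (1000/well, DMEM with 1% FBS) received compound, then TGF-beta at 500 pg/mL final, and were incubated 18 hours at 37 degrees C. Viability was read by CellTiter-Glo luminescence. Media-only wells were set as complete cell-killing and DMSO as no toxicity.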
MmCpn inh: inhibitors of Methanococcus maripaludis chaperonin (MmCpn); purified Mm-Cpn ATPase, ADP Transcreener TR-FRET; 330,000 compounds, 0.031% hits; Potency, µM (titrated, usually from 76.9 µM), inactives show top-dose activity, negative = inhibition, usual class: inhibitors; note: potency is the fitted concentration of half-maximal effect; % is set by controls: 0 for no effect and ±100 for the full control effect; nearly all actives have a fitted effect of over 80% in size
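Quantitative HTS used 25 nM Mm-CPN and 10 uM ATP in magnesium/KCl Tris buffer, pH 7.4, with 1 mM DTT. Hydrolysis ran 30 min at 37°C; ADP was read by HTRF.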
Akt phos inh: inhibitors of Akt phosphorylation | Neuro2A IGF-stimulated pAkt S473 HTRF, 20 min; stronger effect = lower value | activity change, % for hits at 50 µM | 360,000 compounds, 0.32% hits; in the data active = activity change below about -80%; inconclusive = mostly about -51% to -80%; note: % is set by controls: 0 for no effect and ±100 for the full control effect
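Single-point screen (50 µM final compound) in Neuro2A cells stimulated 20 min with 6 nM IGF at 37 deg C. After lysis, Ser473-phosphorylated Akt read by HTRF (ex 330 nm, em 615/665 nm) as the 665/615 ratio.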
CCT modulator: changes cytosolic chaperonin activity; purified chaperonin ATPase assay, HTRF ADP detection, 30 min; activity change, % (test concentration not listed), hits read low; 360,000 compounds, 0.3% hits; AID 651819; in the data active = activity change below about -30%; note: % is set by controls: 0 for no effect and ±100 for the full control effect
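TRiC at 40 or 20 nM final (batch-dependent) in 30 mM Tris pH 7.4, 100 mM KCl, 5 mM MgCl2, 1 mM DTT, with compound at single 76 uM and 10 uM ATP, 30 min at 37 deg C. ADP detected by HTRF Transcreener, 665/615 ratio.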
TGFb SMAD3 inh: inhibitors of TGF-b signaling; AID 588855; HepG2 CAGA-GFP TGF-b/SMAD3 reporter, GFP fluorescence, 18 h; TGF-beta stimulated, 500 pg/mL final; Potency, µM (doses to about 46.1 µM), for inactives: at the top dose activity, negative = inhibition, usual class: inhibitors; 410,000 compounds, 1.2% hits; note: potency is the fitted concentration of half-maximal effect; % is set by controls: 0 for no effect and ±100 for the full control effect; nearly all actives have a fitted effect of over 65% in size
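Inhibition was scored as loss of TGF-beta-induced (500 pg/mL final, 18 hours, 37 degrees C) GFP in HEPG2 cells carrying a CAGA-GFP reporter, in DMEM with 1% FBS. Well GFP was summed per cell; Activity was normalised to unstimulated and stimulated DMSO wells, then concentration-response fitting.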
The depositor's hits bear a star; i = inactive; ? = inconclusive; . = no result given; & = joins results of further samples; [ ] = remark or other dose. Unless noted, calls come from the whole dose curve; as a rule, active = well fitted curve in the direction sought with a large enough effect; inconclusive = small, poorly fitted or top-dose-only effect, or another doubt; inactive = no such curve, though single readings can be large; an effect the other way counts as inactive or inconclusive.

SMILES	A549 viability	Abeta rescue	Nrf2 ARE act	Nrf2 block	HepG2 viability	MmCpn inh	Akt phos inh	CCT modulator	TGFb SMAD3 inh
COc1ccccc1C(=O)N/C(=C/c1ccccc1)C(=O)NC(CCSC)C(=O)O (stereo unspecified)	3%	0%	0.3%	2%	-7%	0%	i	-1.7	-4%
COc1ccc(CNC(=O)c2c(O)c3ccccc3n(C)c2=O)cc1	0%	16%	0.3%	-5%	-1%	0%	i	1.9	4%
C/C(CC(=O)Nc1ccc(C)c(Cl)c1)=N\NC(=O)c1ccncc1	4%	-5%	4.2%	2%	-28%	-1%	i	0.1	?
CCC(C(=O)N1CCN(c2cccc(Cl)c2)CC1)c1ccccc1 (stereo unspecified)	-1%	4%	-0.5%	-12%	0%	0%	i	-1.2	-3%
Cc1nn(-c2ccccc2)c(Cl)c1/C=N/Nc1nncc(=O)[nH]1	-21%	6%	2.3%	13%	-11%	0%	i	0.6	-7%
COc1ccc(C2=CSC3=NCCN23)cc1	17%	-10%	2.6%	16%	-5%	-1%	i	-3.8	3%
O=C(Nc1ccc(F)cc1)c1cccc(C(=O)Nc2ccc(F)cc2)c1	0%	2%	5.2%	-16%	-24%	1%	i	0.5	-5%
COc1cccc(Cn2cnc3c(NS(=O)(=O)c4ccc(Cl)cc4)c(C)c(C)cc32)c1	0%	7%	-1.1%	8%	-8%	-2%	i	-3.2	?
O=C(C[n+]1cc(-c2ccc(F)cc2)n2c1CCC2)Nc1nc(-c2ccc(F)cc2)cs1	0%	9%	0.1%	4%	1%	1%	i	-0.2	0%
O=C(Nc1cccc2cccnc12)C1CCCC1	1%	-7%	-0.4%	8%	-1%	1%	i	0.9	16%
O=C(O)CCCC(=O)Nc1ccc(Cl)cc1	1%	-4%	-0.2%	?	0%	-3%	i	-65*	-5%
CCC(CCC(=O)Nc1cccc(C(=O)O)c1)C(=O)O (stereo unspecified)	-4%	5%	-1.4%	18%	-20%	0%	i	8.0	6%
CCCCC(c1nnnn1C1CCCC1)N1CCN(C2CCCCC2)CC1 (stereo unspecified)	0%	5%	-1.3%	22%	0%	0%	i	-1.6	-18%
CCc1ccc(-c2cc3c(=O)n(CC(=O)NCc4ccccc4F)ncn3n2)cc1	1%	2%	-0.9%	3%	-51%	-2%	i	-2.1	12%
C#CCOCCOCCOCCNc1nc(N2CCN(C(=O)[C@H](CCC(=O)O)n3cc(C(N)Cc4ccc(O)cc4)nn3)CC2)nc(N2CCN(C(=O)[C@H](Cc3cc4ccccc4[nH]3)n3cc(C(N)[C@H](C)CC)nn3)CC2)n1 (stereo partly specified)	0%	-4%	-0.6%	9%	14%	.	i	0.8	?
CCOc1ccc(CNC(=O)c2ccc3c(c2)nnn3C2CCCC2)cc1	3%	1%	2.8%	?	-29%	.	.	.	-22%
Cc1ccc(OCC(=O)NNC(=O)c2cccnc2)cc1	2%	9%	0.2%	-8%	0%	1%	i	-2.4	0%
CS(=O)(=O)c1ccc(Cl)c(NC(=O)CNC(=O)c2ccc3c(c2)OCO3)c1	1%	-13%	-0.1%	-3%	5%	-1%	i	-1.2	0%
C(=C\c1ccccc1)/CN1CCN(C(c2ccccc2)c2nnnn2Cc2ccccc2)CC1 (stereo unspecified)	.	7%	7.8%	.	-17%	.	i	-0.5	?
O=C(NC(c1ccccc1)c1cnccn1)C1CCN(Cc2ccc(Cl)c(Cl)c2)CC1 (stereo unspecified)	.	7%	0.4%[9.22 µM]	.	-38%	.	i	-4.7	-16%
CC(=O)Nc1ccc(/C(C)=N/Nc2nc(N3CCOCC3)nc(N3CCOCC3)n2)cc1	1%	-15%	7.1%	9%	-4%	-3%	i	-2.2	2%
COc1ccc(NC(=O)COc2ccccc2Cl)cc1S(=O)(=O)N1CCCCC1	-4%	-28%	-0.1%	?	1%	0%	i	1.9	-25%
COc1ccccc1CCNC(=O)c1ccc(-c2nc(CSc3ccc(C)cc3)c(C)o2)cc1	7%	-21%	5.0%	?	-8%	.	.	.	3%
CN(N=Nc1cccc([N+](=O)[O-])c1)c1ccccc1	15%	-37%[inhibitor]	?	?	0%	-1%	i	-1.1	12%
C=CCn1c(C)cc(C(=O)COC(=O)/C=C/c2c(C)nn(C3CCS(=O)(=O)C3)c2Cl)c1C (stereo unspecified)	4%	4%	5.6%	-18%	-21%	-1%	i	-2.6	-2%
O=C(NCc1ccco1)c1cc(-c2ccncc2)nc2ccccc12	6%	7%	3.8%	.	-20%	1%	i	-2.7	16%
CC1(C)N=C(N)NC(Nc2ccc(Cl)cc2)=N1	0%	-5%	-0.7%	3%	5%	.	i	-3.4	16%
CS(=O)(=O)c1ccc(Cl)c(NC(=O)Cc2ccccc2F)c1	-1%	-16%	3.6%	-15%	3%	0%	i	1.7	0%
Cc1cccc(N=C2NC(=O)CS2)c1C	-5%	15%	-0.6%	-17%	-4%	1%	.	-2.3	1%
COc1cc(C(=O)Sc2ccc(Cl)cc2)cc(OC)c1OC	-13%	-4%[9.22 µM]	14%	.	-18%	0%	i	2.1	?
O=C(N/N=C/c1cccs1)c1ccc2nc[nH]c2c1	8%	7%	3.3%	12%	-7%	-2%	i	0.7	5%
CCc1ccc[n+](-c2[nH]c(=O)sc2/C=N/N=C(\[O-])c2cccnc2)c1	-6%	-1%	0.4%	?	8%	-1%	i	1.7	10%
Cc1cccnc1NC(=O)CSc1nnc(Cc2ccccc2)o1	7%	7%	0.2%	12%	-17%	-3%	i	-0.9	-6%
O=C(NC1CCCCC1)C(c1ccccc1)N(Cc1ccc2c(c1)OCO2)C(=O)c1cnsn1 (stereo unspecified)	?	-9%	3.6%	?	-3%	-1%	i	-1.0	-1%
O=C(CC1CCCCC1)Nc1ccc(-c2ccc3nncn3n2)cc1	-14%	-9%	-0.6%	-16%	13%	-7%	i	0.8	-16%
COc1cc(C(C(=O)NC2CCCC2)N(CCO)C(=O)Cn2nnc(-c3ccc(C)o3)n2)ccc1O (stereo unspecified)	-11%	2%	-0.7%	-4%	39%	0%	i	-5.4	0%
COc1ccccc1/C=C/C(=O)OCC(=O)Nc1c(F)cccc1F	-4%	1%	0.2%[9.22 µM]	-16%	0%	0%	i	0.5	1%
O=Cc1ccc(C(=O)O)cc1	2%	-23%	0.5%	-5%	-35%	-3%	i	-2.2	-15%
COc1ccc2c(c1)c1c(c(=O)n(-c3cccc(Cl)c3)c(=O)n1C)n2C	-4%	-11%	-0.2%	21%	1%	.	.	.	4%
O=C(NCc1cccnc1)c1ccc(COc2ccc(Cl)cc2)cc1	-7%	-19%	3.2%	23µM*	-22%	2%	i	-0.3	-17%

Some of the entries above in another layout:
> COc1ccc(NC(=O)COc2ccccc2Cl)cc1S(=O)(=O)N1CCCCC1
- A549 viability = -4%
- Abeta rescue = -28%
- Nrf2 ARE act = -0.1%
- Nrf2 block = ?
- HepG2 viability = 1%
- MmCpn inh = 0%
- Akt phos inh = i
- CCT modulator = 1.9
- TGFb SMAD3 inh = -25%

> O=Cc1ccc(C(=O)O)cc1
- A549 viability = 2%
- Abeta rescue = -23%
- Nrf2 ARE act = 0.5%
- Nrf2 block = -5%
- HepG2 viability = -35%
- MmCpn inh = -3%
- Akt phos inh = i
- CCT modulator = -2.2
- TGFb SMAD3 inh = -15%

Next results follow.
SMILES	A549 viability	Abeta rescue	Nrf2 ARE act	Nrf2 block	HepG2 viability	MmCpn inh	Akt phos inh	CCT modulator	TGFb SMAD3 inh
CC12CCC(=O)N1C(C(=O)OCC(=O)Nc1ccc(C(F)(F)F)cc1)CS2 (stereo unspecified)	3%	22%	0.0%	?	-11%	0%	i	-1.8	2%
O=C1OC(NCc2cccnc2)(c2ccc(Cl)cc2)c2ccccc21 (stereo unspecified)	2%	10%	-0.2%	0%	-26%	-3%	i	-0.1	1%
N#Cc1c(-c2ccccc2)ccn(Cc2cccc(Cl)c2)c1=O	9%	-5%[9.22 µM]	-0.2%	.	-10%	0%	i	-0.1	?
COc1ccc(C2CCCN2C(=O)Nc2ccc(F)cc2)cc1OC (stereo unspecified)	-9%	17%	-0.1%	-13%	-35%	1%	i	0.1	2%
CN(C)c1ccc(CNC2CC(C)(C)NC(C)(C)C2)cc1	?	12%	0.1%	3%	-19%	1%	i	0.3	3%
CCOC(=O)c1ccccc1NC(=O)CCc1c(C)nc2c(c1C)c(=O)n(C)c(=O)n2C	-2%	-11%	0.2%	18%	0%	.	.	.	13%
O=C1Cc2c(-c3ccccc3)cc(-c3cccc(Cl)c3)nc2-c2ccccc2N1	-6%	0%	0.2%	?	0.89µM*	.	i	0.2	-8%
COc1ccc(Cn2c(-c3ccco3)nc3c(c(=O)c4ccccc4n3C)c2=O)cc1	11%	1%	0.0%	11%	-15%	-1%	i	0.7	4%
Cc1ccc(NC(=O)C(C)[n+]2ccccc2)cc1[N+](=O)[O-] (stereo unspecified)	4%	1%	-1.0%	7%	2%	-1%	i	-0.3	?
Cc1ccccc1NC(=O)N1CCCC1C(=O)NCc1cccs1 (stereo unspecified)	-15%	-26%	-1.1%	-8%	-11%	1%	i	-1.4	-28%
Nc1cccc(-c2cn(-c3cc4cc(C#CC5(O)CCCCC5)ccc4oc3=O)nn2)c1	5%	4%	-0.9%	9%	-1%	1%	i	-0.7	4%
O=S(=O)(c1ccc2nc(N3CCN(c4ccccc4)CC3)ccc2c1)N1CCCCC1	0%&9%	4%&2%	-0.3%&-0.7%	?	-9%&-3%	1%	i	-1.6	-6%&16%

Source: PubChem (National Center for Advancing Translational Sciences (NCATS))
